BRCA1 expr act: qHTS Assay to Identify Small Molecule Activators of BRCA1 Expression. MCF7-BRCA1-FFLuc reporter, luminescence, 48 h; response scale: scaled: vehicle 0%, 10 µM genistein 100%. Potency, µM (highest dose often 46.1 µM), inactives show at the highest dose activation, usual class: activators. 1.1% of 380,000 active; further: potency means the concentration at half of the fitted maximal effect; nearly all actives have a fitted effect of over 80% in size; some results filed as inactive show a strong effect at the top dose
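Luminescence from a BRCA1-driven firefly luciferase in MCF7 cells was read after 48 h compound exposure at 37 C. Data normalized against DMSO and a 10microM genistein activation control, then curve-fitted across the titration.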
p53 reactivator: qHTS assay for re-activators of p53 using a Luc reporter | H1299 p53-A138V BP100-luciferase reporter, luminescence, 24 h | Potency, µM (doses to about 92.2 µM), without a hit: at the highest dose activity change, positive = activation, actives largely listed as activators | 0.063% of 320,000 active | AID 504706, 2011; further: potency means the concentration at half of the fitted maximal effect; % of control where 0% means no effect; nearly all actives have a fitted effect of over 45% in size
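H1299 (p53-null), stable ts p53-A138V + BP100-Luc; 1000 cells/well, Opti-MEM/10% FBS; cpd 4 pt, 1:5; 24 h, 37 deg C, 5% CO2; detection reagent 10 min RT; luminescence.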
Giardia killer: Small Molecules that selectively kill Giardia lamblia: qHTS; Giardia lamblia trophozoite viability; activity change, % at 7.66 µM, hits read low; 0.15% of 340,000 active; AID 540267, 2011; in the data active means activity change below about -80%; inconclusive means between about -30% and that limit;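 further: parasites exposed to compound for two days anaerobically before the ATP read; on the % scale 0 is the no-effect control and ±100 the full control effect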
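Media and compound were dispensed first, then trophozoites at 100 cells/well; plates sat 48 hrs at 37 deg C without oxygen before ATP luminescence reagent was added and read after 15-30 min at room temperature.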
Gal4-VP16 FLuc: VP16 counterscreen qHTS for inhibitors of ROR gamma transcriptional activity; Drosophila S2 Gal4-VP16 UAS-luciferase, luminescence, 20 h; Potency, µM (highest dose often 53.6 µM), for the others: at the top dose activity, negative = inhibition, most hits filed as inhibitors; 3.5% of 310,000 active; AID 2546, 2010;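 further: Gal4-VP16 expression switched on by copper sulfate through the metallothionein promoter; potency means the concentration at half of the fitted maximal effect; on the % scale 0 is the no-effect control and ±100 the full control effect; nearly all actives have a fitted effect of over 50% in size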
Rab9 promoter act: qHTS Assay for Rab9 Promoter Activators | Huh7 Rab9 promoter-luciferase reporter, luminescence, 24 h | 2.8% of 320,000 active | Potency, µM (top dose mostly 9.22 µM), for inactives: at the top dose activation, negative = inhibition, most hits filed as activators; further: potency means the concentration at half of the fitted maximal effect; % of control where 0% means no effect; nearly all actives have a fitted effect of over 60% in size
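Measured in stably transfected Huh7 cells bearing a Rab9 promoter–luciferase construct: 24 h compound treatment at 37 °C, followed by luminescence detection.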
Menin-MLL TR inh: qHTS Assay for Inhibitors Targeting the Menin-MLL Interaction in MLL Related Leukemias: Competition With Texas Red Labeled MLL-derived Mutant Peptide. Menin + Texas Red MLL mutant peptide, fluorescence polarization. 0.23% of 270,000 active. O00255. Potency, µM (titrated, usually from 61.6 µM), for inactives: top-dose FP activity change, negative = inhibition, usual class: inhibitors. AID 1768, 2009; active means well fitted inhibition curve with a large enough effect in the polarisation, with a control signal flat, not every such curve was filed as active; inconclusive means small, poorly fitted or top-dose-only effect, or effect the other way, or a change in a side signal; inactive means no such curve, though single readings can be large or run the other way; the % refers to the polarisation; further: potency means the concentration at half of the fitted maximal effect; % of control where 0% means no effect; many of its hits are not listed in these tables
Target sequence (O00255 whole entry, looked up): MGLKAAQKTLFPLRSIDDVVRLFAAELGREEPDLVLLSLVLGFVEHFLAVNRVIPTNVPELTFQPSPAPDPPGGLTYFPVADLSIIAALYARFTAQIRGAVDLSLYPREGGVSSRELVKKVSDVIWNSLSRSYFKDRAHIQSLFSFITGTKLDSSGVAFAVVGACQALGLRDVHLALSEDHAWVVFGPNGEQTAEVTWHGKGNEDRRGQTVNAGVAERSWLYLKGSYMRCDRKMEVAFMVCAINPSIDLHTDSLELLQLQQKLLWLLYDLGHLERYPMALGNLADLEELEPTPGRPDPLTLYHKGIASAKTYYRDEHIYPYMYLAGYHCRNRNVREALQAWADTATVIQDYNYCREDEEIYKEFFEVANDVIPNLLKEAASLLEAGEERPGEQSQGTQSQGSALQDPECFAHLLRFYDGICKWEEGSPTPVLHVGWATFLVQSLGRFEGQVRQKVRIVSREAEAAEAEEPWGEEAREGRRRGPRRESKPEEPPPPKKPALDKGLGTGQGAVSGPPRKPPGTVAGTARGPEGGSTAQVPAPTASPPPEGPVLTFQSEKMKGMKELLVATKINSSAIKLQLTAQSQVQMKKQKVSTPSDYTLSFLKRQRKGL
FLuc modulator: qHTS profiling assay for firefly luciferase inhibitor/activator using purifed enzyme and Km concentrations of substrates (counterscreen for miR-21 project); Potency, µM (highest dose often 57.5 µM), without a hit: at the top dose activity change, negative = inhibition, usual class: inhibitors; AID 588342, 2011; Luciferin 4-monooxygenase (Photinus pyralis), P08659; purified FLuc, Km substrates, luminescence inhibition; 6.9% of 360,000 active;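 further: potency means the concentration at half of the fitted maximal effect; plate controls were vehicle for no effect and reference inhibitor for full effect; nearly all actives have a fitted effect of over 55% in size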
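Purified P. pyralis luciferase, 10 nM final, with Km-level 10 uM D-luciferin and 10 uM ATP in 50 mM Tris acetate pH 7.5, 10 mM Mg acetate, 0.01% Tween-20, 0.05% BSA; 6-point qHTS titration about 60 µM downward; luminescence read.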
ELG1 genotox: qHTS screen for small molecules that induce genotoxicity in human embryonic kidney (HEK293T) cells expressing luciferase-tagged ELG1; AID 504466, 2011; HEK293T ELG1-luciferase reporter, luminescence, 16 h; 1.3% of 330,000 active; Potency, µM (top dose mostly 46 µM), for inactives: at the top dose activity change, positive = activation, usual class: activators; further: potency means the concentration at half of the fitted maximal effect; % of control where 0% means no effect; nearly all actives have a fitted effect of over 60% in size
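Reporter readout depends on ELG1 protein level, which increases with genetic stress. After 16 hr compound exposure at 37 °C, luciferase activity was quantified using ONE-Glo.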
PKM2 act: qHTS Assay for Activators of Human Muscle isoform 2 Pyruvate Kinase | purified PKM2, Kinase-Glo ATP luminescence, activation; response scale: 0% is enzyme alone, no compound | Potency, µM (series often up to 57.5 µM), for inactives: at the top dose activation, actives largely listed as activators | 0.34% of 260,000 active | AID 1631, 2009; further: potency means the concentration at half of the fitted maximal effect; on the % scale 0 is the no-effect control and ±100 the full control effect; nearly all actives have a fitted effect of over 55% in size
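Kinase-Glo luminescence reports ATP generated from ADP (0.1 mM) and PEP (0.5 mM) by purified hPK-M2 after 1 h at room temperature, pH 7.2 imidazole buffer; intermediate enzyme activity allows detecting inhibitors and activators.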
NPC1 prom act: qHTS Assay for NPC1 Promoter Activators; 2.4% of 320,000 active; Potency, µM (top dose mostly 9.22 µM), inactives show at the highest dose activation, most hits filed as activators; AID 485313, 2010; Huh7 NPC1 promoter luciferase reporter, 24 h;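 further: potency means the concentration at half of the fitted maximal effect; % of control where 0% means no effect; nearly all actives have a fitted effect of over 60% in size; reporter is driven by a mutant NPC1 promoter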
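Readout is luciferase luminescence, reflecting NPC1 promoter activation in stably transfected Huh7 cells after 24 h compound exposure at 37 °C in reduced-serum medium with 10% FBS.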
RORg inh: qHTS for inhibitors of ROR gamma transcriptional activity; Nuclear receptor ROR-gamma (Mus musculus), P51450; Drosophila S2 Gal4-RORgamma UAS-luciferase reporter, 20 h; Potency, µM (doses to about 53.6 µM), without a hit: at the top dose activity change, negative = inhibition, actives largely listed as inhibitors; 5.4% of 310,000 active; further: potency means the concentration at half of the fitted maximal effect; on the % scale 0 is the no-effect control and ±100 the full control effect; nearly all actives have a fitted effect of over 60% in size
Target sequence (P51450 whole entry, looked up, the tested form may be a part): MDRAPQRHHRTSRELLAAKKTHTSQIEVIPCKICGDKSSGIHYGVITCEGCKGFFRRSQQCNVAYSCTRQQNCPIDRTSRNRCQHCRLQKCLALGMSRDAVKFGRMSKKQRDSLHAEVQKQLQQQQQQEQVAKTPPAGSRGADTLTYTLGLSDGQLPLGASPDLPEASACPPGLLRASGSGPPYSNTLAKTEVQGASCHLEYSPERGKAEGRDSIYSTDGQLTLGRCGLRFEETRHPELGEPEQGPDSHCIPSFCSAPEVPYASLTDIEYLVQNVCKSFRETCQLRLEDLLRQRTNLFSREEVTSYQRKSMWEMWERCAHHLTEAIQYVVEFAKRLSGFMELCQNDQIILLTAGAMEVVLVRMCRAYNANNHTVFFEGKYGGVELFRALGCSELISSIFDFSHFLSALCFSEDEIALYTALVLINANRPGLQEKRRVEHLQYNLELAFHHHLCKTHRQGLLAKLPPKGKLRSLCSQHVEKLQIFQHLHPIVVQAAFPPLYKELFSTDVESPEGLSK
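Compounds are pin-transferred onto Drosophila Schneider cells expressing a copper-inducible Gal4–ROR gamma transactivation domain fusion. After 1 hr, copper sulfate is added to 700 uM final; luciferase is read 20 hr later.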
Numbers without * were called inactive; u = inconclusive; x = not tested or not shown; & = joins results of further samples; [ ] = remark or other dose. Unless noted, the call rests on the fitted dose curve; in most records, active means well fitted curve in the direction sought with a large enough effect; inconclusive means small, poorly fitted or top-dose-only effect, or another doubt; inactive means no such curve, though single readings can be large; an effect the other way counts as inactive or inconclusive. Only part of the results is shown; the hit share may differ from the screen's.

SMILES	BRCA1 expr act	p53 reactivator	Giardia killer	Gal4-VP16 FLuc	Rab9 promoter act	Menin-MLL TR inh	FLuc modulator	ELG1 genotox	PKM2 act	NPC1 prom act	RORg inh
CC(=O)c1cccc(NC(=O)Cn2cnc(S(=O)(=O)N3CCC(C)CC3)c2)c1	11.3%	7.5%	4.4	0.9%	1.9%	x	2.5%	-5.3%	x	13.6%	-6.1%
O=C(NCc1cccnc1)c1ccc(NC(=O)c2ccco2)cc1	14.0%	u	-9.3	-0.9%	-2.7%	0.5%	-14.5%	u	-6.7%	5.1%	-1.2%
O=C(Nc1ccc2oc(-c3ccccc3)nc2c1)c1cccnc1	2.82µM*	7.9%	-15.1	-1.0%	u	3.8%	u	13.7%	-8.8%	u	2.7%
Cc1ccc(O)c(C(=O)c2cc(C#N)c3nc4ccccc4n3c2)c1	-22.3%	3.0%	-22.8	-0.1%	-11.0%	13.3%	u	2.4%	-2.5%	-7.2%	3.9%
CCCC(=O)C1=C(O)C(C(=O)OC)C(C)(C)CC1=NC (configuration not stated)	0.5%	-14.3%	-19.1	-8.6%	2.0%	-14.0%	0.9%	-0.5%	-2.0%	-1.5%	-4.8%
O=C1CCCC/C1=C\Nc1ccc(S(=O)(=O)Nc2cnc3ccccc3n2)cc1	3.2%	-3.5%	-1.5	10.9%	-0.3%	x	-10.1%	-3.0%	5.5%	0.1%	22.9%
COc1ccc(/C=N/OCC(=O)NCc2cccs2)c(OC)c1	4.2%	-15.1%	-27.3	5.4%	-0.7%	-0.5%	4.0%	5.6%	-15.4%	0.4%	36.1%
CC(=O)c1cccc(NC(=O)c2cc(S(=O)(=O)N3CCOCC3)cs2)c1	-30.1%	-7.7%	0.8	-8.1%	7.5%	x	0.4%	-3.1%	0.6%	-1.8%	-19.8%
CCCOc1ccc([N+](=O)[O-])c(N)c1	4.4%	-0.9%	-23.9	4.4%	1.2%	15.4%	-16.9%	-2.0%	-0.4%	-1.6%	7.1%
COCCNC(=O)Cn1nc(-c2ccc(C)cc2)c2ccccc2c1=O	8.6%	-2.0%	1.7	-1.3%	4.0%	-13.6%	-2.3%&2.4%	1.7%	x	-4.0%	-5.5%
Cc1ccc(C(=O)NNC(=O)c2ccncc2)cc1S(=O)(=O)N1CCOCC1	-8.2%	-0.3%	0.2	x	-2.8%	x	-3.0%	0.9%	x	0.0%	x
O=C(COc1ncnc2ccccc12)N1CCN(C(=O)c2ccco2)CC1	2.8%	-1.6%	-11.2	1.9%	2.8%	-7.5%	2.1%	0.1%	-10.2%	-3.7%	10.7%
CCOc1ccc(Nc2nc(N)nc(CSC(=S)N3CCOCC3)n2)cc1	44.7%	2.5%	-29.7	-1.2%	29.4%	x	u	5.0%	-8.5%	2.82µM*	40.3%
CCN(CC)S(=O)(=O)c1cc(C(=O)Oc2cccc(-c3cnc4ccccc4n3)c2)ccc1Br	-17.5%	u	-8.9	-5.3%	u	x	-0.7%	u	-0.5%	u	18.8%
CCOC(=O)c1ccc(NC(=O)C2CC(=O)N=C(N)S2)cc1 (configuration not stated)	26.6%	1.7%	-2.2	-3.2%	-1.4%	12.1%	-3.2%	6.0%	-3.4%	-0.7%	-1.4%
CCCCCOc1ccc(NS(C)(=O)=O)cc1	11.2µM*	u	7.8	-5.2%	u	5.5%	-5.0%	15.2%	-7.2%	u	23.0%
Cc1ccc(NC(=O)CSc2ncnc3ccccc23)cc1S(=O)(=O)N1CCCCCC1	-41.2%	-1.8%	-20.4	u	-5.2%	14.6%	-9.5%	0.1%	-4.0%	-1.5%	u
CCN(CC)c1ccc([N+](=O)[O-])cc1C(=O)O	38.2%	0.7%	-28.9	-4.3%	0.5%	-3.4%	8.8%	5.6%	0.4%	2.2%	-19.0%
CCN(CC)CCNc1ccc2nnc(CCNS(=O)(=O)c3ccc(C)cc3)n2n1	-25.2%	2.3%	42.0[activator]	-8.3%	0.6%	-22.4%	-2.8%	-0.1%	-22.1%	-0.1%	-1.3%
COc1cc(C#N)c(NC(=O)CN2CCC(C(N)=O)CC2)cc1OC	13.6%	-4.0%	10.0	-12.8%	0.6%	-16.3%	2.9%	-2.8%	-3.1%	-6.6%	-2.8%
COc1ccccc1CN1CC(C(=O)NCCN(C)CCc2ccccc2)CCC1=O (configuration not stated)	-23.9%	16.8%	-2.2	3.7%	-1.4%	x	-0.3%	-0.8%	-0.2%	-0.6%	-14.8%
Cc1cc(Br)ccc1NC(=S)NC1CCCC1	u	u	5.0	5.62µM*	10.1%	6.6%	-16.2%	-0.8%	1.1%	2.5%	3.16µM*
Cc1cc(C)c(S(=O)(=O)c2c(C)cccc2C)c(OCC(C)C)n1	-0.8%	14.4%	15.8	u	1.7%	u	2.6%	-6.0%	0.8%	-1.5%	u
Cc1ccc(OCCN2C(=O)c3ccccc3C2=O)c(C)c1	12.8%	0.5%	-4.4	22.8%	-4.7%	-21.1%	u	u	-1.7%	-2.2%	-12.6%
O=C(c1ccc(S(=O)(=O)Nc2ccccc2)cc1)N1CCCC1	-13.3%	-0.5%	5.9	x	-5.8%	x	4.2%	1.0%	x	-2.3%	x
Next section:
SMILES	BRCA1 expr act	p53 reactivator	Giardia killer	Gal4-VP16 FLuc	Rab9 promoter act	Menin-MLL TR inh	FLuc modulator	ELG1 genotox	PKM2 act	NPC1 prom act	RORg inh
O=C(Nc1ccc(Oc2cccnc2)cc1)C1CCN(Cc2ccccc2)CC1	-23.8%	4.2%	6.7	-6.7%	-8.3%	x	3.7%	-1.1%	-1.6%	-7.4%	5.4%
CCOC(=O)Cc1csc(SCC(=O)NC2CCCC(C)C2C)n1 (configuration not stated)	0.0%	-11.6%	-11.5	-14.5%	-2.9%	-15.6%	1.4%	1.4%	-4.5%	-5.3%	6.7%
COC(=O)c1ccc(Cn2nc(-c3ccc(C)c(C)c3)ccc2=O)cc1	15.5%	8.6%	-2.9	2.7%	5.8%	u	-10.6%	6.5%	x	-1.1%	8.3%
COc1ccc(CNC(=O)C(C)N2CCN(S(=O)(=O)c3ccccc3F)CC2)cc1 (configuration not stated)	-5.4%	7.1%	-1.7	x	-0.4%	x	x	0.4%	x	-2.1%	x
O=C(COC(=O)CSc1ccc([N+](=O)[O-])cc1)NCCc1ccccc1	0.7%	0.0%	5.4	x	-6.6%	x	-3.3%	5.6%	x	-1.4%	x
CCCC1(C(=O)OCC)NC(c2ccc(O)cc2)C2C(=O)N(c3ccc4c(c3)OCCO4)C(=O)C21 (configuration not stated)	-2.7%	0.1%	0.7	-25.8%	-4.9%	11.2%	0.9%	-0.3%	0.3%	-0.5%	5.2%
COc1ccc(-c2n[nH]c3c2CN(C(=O)c2ccccc2)CC3)cc1	19.9%	-7.3%	-19.1	u	-1.6%	-15.3%	u	-0.3%	0.2%[0.46 µM]	-0.6%	9.7%
CCOC(=O)N1CCN(S(=O)(=O)c2ccc3c(c2)SCC(=O)N3)CC1	-13.6%	-17.8%	-0.7	-11.0%	-0.4%	-4.8%	-1.2%	-8.7%	5.2%	-2.5%	25.5%
Cc1cc(OCC(=O)N2CCC(O)CC2)c2c(C)cc(=O)oc2c1	-0.3%	2.4%	u	0.7%	1.1%	x	2.5%	-4.6%	x	-0.8%	-2.0%
Cc1ccc(C(=O)COc2cccc(NC(=O)c3ccco3)c2)cc1	13.4%	-9.5%	-11.7	4.5%	-4.1%	18.2%	23.9µM*	3.0%	5.6%	-2.0%	12.2%
CCOC(=O)c1cnc2c(c(C)nn2C)c1Oc1ccc(Cl)cc1	-27.1%	-6.4%	-10.6	-8.4%[0.365 µM]	-5.0%	-3.6%	5.7%	17.0%	-3.9%	-0.1%	3.3%
Cc1ccc(Nc2nnc(SCC(=O)Nc3ncc(S(=O)(=O)c4ccc([N+](=O)[O-])cc4)s3)s2)cc1	-42.8%	-2.8%	-13.8	-70.5%	17.6%	u	2.39µM*	u	2.5%	21.2%	27.3%[10 µM]
COc1ccc(N2CCN(S(=O)(=O)CCNC(=O)COc3ccccc3)CC2)cc1	2.4%	2.2%	18.6	x	-1.9%	x	6.9%	-4.9%	x	4.6%	x

Source: PubChem
